Screens (PubChem)
LDHA block – blocks human lactate dehydrogenase A; P00338; purified LDHA, NADH/diaphorase-resazurin fluorescence; hits give low values; activity change, % (values are at about 110 or 230 µM); hit rate 0.15% among 480,000; in the data active = activity change below about -30%; inconclusive = mostly about -25% to -30%;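 also: plate controls were DMSO wells for no effect and wells without enzyme for full effect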
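Enzyme activity of human lactate dehydrogenase 5 (2 nM; 0.06 mM NADH, 0.2 mM pyruvate, 5 min, RT) is measured via a resazurin/diaphorase fluorescence readout of residual NADH.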
* = called active by the depositor; ? = inconclusive. This is a subset; rates above refer to the full screens.

SMILES | LDHA block
CCCCCOc1ccc(/C=C2\CCc3ccccc3C2=O)cc1 | 0
COc1ccc(-c2c(NC(=O)c3cccs3)oc3ccc(Cl)cc3c2=O)cc1OC | 8
CCn1nc(C(=O)NCc2ccc(OC)cc2)c2ccccc2c1=O | -3
Cc1c(Cl)cccc1NC(=O)N1CCN(C2=Nc3ccccc3Oc3ccccc32)CC1 | -23
Cc1ccc(C(C)NC(=O)NCCNc2ncccc2C#N)cc1 (centres undefined) | -1
O=S(=O)(O)NCC(O)CCl (centres undefined) | -8
N#Cc1nc(-c2ccco2)oc1N1CCN(C(=O)CNC(c2ccccc2)c2ccccc2)CC1 | 17
CC1CCc2nc3ccccc3c(C(=O)OCC3CCCO3)c2C1 (centres undefined) | 5
CCCCNc1nc2ccccc2nc1NS(=O)(=O)c1cc(Cl)ccc1Cl | -4
CNC(=O)c1ccc(OCc2coc(-c3ccc(F)cc3)n2)cc1 | -4
CN(Cc1ccccc1)C1CCN(Cc2ccc(F)cc2)CC1 | 1
CS(=O)(=O)N1CCN(C(C(=O)O)c2c[nH]c3cc(Cl)ccc23)CC1 (centres undefined) | 4
O=C(NC12CC3CC(CC(C3)C1)C2)C1CC=CCC1 (centres undefined) | 1
O=C(c1ccc(F)cc1)N1CCC(CCc2ccc(O)cc2)CC1 | 5
O=C(O)c1cc(NCc2ccc(-c3ccccc3)cc2)ccc1N1CCOCC1 | ?
COC(=O)c1cc(-c2ccco2)nc2ccccc12 | -6
Cc1cc(C)c2c(=O)n(CC(=O)Nc3ccc(C)c(F)c3)c(=O)n(-c3ccccc3)c2n1 | 8
O=S(=O)(c1ccc(Cl)cc1)c1ccc(-c2ccc(S(=O)(=O)c3ccc(Cl)cc3)cc2)cc1 | -8
Cc1nnc(SCC(=O)Nc2sc3c(c2C#N)CCC(C)C3)n1Cc1ccccc1 (centres undefined) | 1
Cc1nn(CC(O)c2cccc(F)c2)c(=O)c2ccccc12 (centres undefined) | -5
NS(=O)(=O)c1ccc(NN=C2c3ccccc3-c3ccccc32)c([N+](=O)[O-])c1 | -8
O=Cc1cc2cc(Br)ccc2[nH]1 | 2
Cc1nc(NCCC(C)C)sc1C(=O)NCc1ccco1 | 2
O=C(O)c1cc(-c2ccccc2F)no1 | 1
COc1ccc(CNc2nc(NCc3ccc(OC)cc3)n(S(=O)(=O)c3ccccc3)n2)cc1 | -17
O=S(Cc1ccccc1)Cc1cccc(C(F)(F)F)c1 (centres undefined) | -6
COC(=O)C(C)NC(=O)C12CC3(C)CC(C)(CC(C)(C3)C1)C2 (centres undefined) | -2
CSc1cc2c(s1)c1cnn(Cc3cccc(O)c3)c(=O)c1n2C | -2
Cc1ccc(NC(=O)CSCc2nc3ccccc3c(=O)[nH]2)cc1 | 4
COc1cccc(OC)c1C(=O)Oc1ccc2c(c1)O/C(=C\c1cccs1)C2=O | 17
CC(O)CNc1nc2c(c(=O)n(Cc3ccccc3)c(=O)n2C)n1Cc1ccccc1 (centres undefined) | 3
CCC(=O)Nc1ccc2c(c1)OC[C@@H](C)N(Cc1cccc(F)c1)C[C@@H](C)[C@@H](OC)CN(C)C2=O | -3
CC(=O)N1CCN(C(c2ccccc2)c2nnnn2C(C)(C)C)CC1 (centres undefined) | 1
COC(=O)[C@@]12C[C@@H](CC(=O)N3CCCC3)C(=O)N(CCc3ccc(OC)c(OC)c3)C1=CCC(C)(C)C2 | 0
Cc1cccc(OC(C)C(=O)Nc2ccc(SCc3cc(=O)n4c(ncn4C(C)C)n3)cc2)c1 (centres undefined) | 13
Cn1c(=O)c2c(ncn2CC(=O)OCc2cccc3ccccc23)n(C)c1=O | 0
NC(=O)Cc1csc(NC(=O)CCc2ncc(-c3ccc(F)cc3F)o2)n1 | -9
CCN1CCCC1CNC(=O)c1ccc2nc(C)c(C)nc2c1 (centres undefined) | 1
O=C(Cc1ccc(-c2ccccc2)cc1)NCCc1ccccn1 | -2
O=C(CSc1nnnn1C1CCCCC1)N1CCN(C(=O)C2COc3ccccc3O2)CC1 (centres undefined) | 10
CCCCC(CC)C(=O)Nc1sc2c(c1C#N)CCCC2 (centres undefined) | 2
Cc1ccccc1OCc1nc(-c2ccccc2OCC(=O)N2CCCC(C)C2)no1 (centres undefined) | 4
CCSc1ncc2c(=O)n(CC(=O)Nc3cccc(Br)c3)cnc2n1 | 10
Cc1cc(C)c(C(=O)C(C)Oc2cccc(C#N)c2)cc1C (centres undefined) | 4
CCCN(Cc1ccccc1)C(=O)CCc1cccs1 | 2
Cc1ccc(-c2cc3ccccn3c2)cc1C | 0
COc1ccc(C(=O)C2CCN(CCS(=O)c3ccccc3)CC2)cc1 (centres undefined) | 4
Cc1cccc(-n2nc(C)c(C(=O)N3CCc4ccccc4C3)c2-n2cccc2)c1 | 7
CC#CC[N+](C)(CC#CC)Cc1ccccc1 | 15
Cc1cc(OC(C)C(=O)NCCCN(C)C)c2c(C)c(C)c(=O)oc2c1 (centres undefined) | 9
CC(C)(C)NC(=O)C(c1ccnc2ccccc12)n1c(=O)c(-c2ccco2)nc2ccccc21 (centres undefined) | 0
Cc1ccc(C)c(NCc2cc3cccc(C)c3[nH]c2=O)c1 | -2
Cc1cccc(N2CCN(C(C(=O)O)c3cn(C)c4cc(C(=O)O)ccc34)CC2)c1C (centres undefined) | 0
O=C(Nc1ccc(F)cc1)Nc1c(NC2CCCCC2)c2ccccc2oc1=O | -3
CC(=O)N1CCN(C(=O)Cn2c(-c3ccccc3)cc3ccccc32)CC1 | -3
COc1cc(/C=C/C(=O)Oc2ccc3c(c2)OCO3)cc2c1OCCO2 | -1
CCCCn1c(SC(C)C(=O)c2ccc(Br)cc2)n[nH]c1=O (centres undefined) | 11
O=C(O)CNC(=O)Cn1ccc2cc(OCc3ccccc3)ccc21 | 4
CCNc1c(NS(=O)(=O)c2cc(C)cc(C)c2)c(=O)oc2ccccc12 | -5
Cc1ccc(NC(=O)c2ccc3ccccc3n2)cc1C | 12
The listing continues.
SMILES | LDHA block
Cc1ccc(S(=O)(=O)Nc2ccc(F)c(F)c2O)cc1 | 18
CC(=O)Nc1ccc(SCC(O)COc2ccccc2C(C)(C)C)cc1 (centres undefined) | 7
Cc1c(NC(=O)CC2CCCCC2)cccc1-c1nc2cccnc2s1 | 1
CCCCn1c(SCC(=O)O)nc2c1c(=O)[nH]c(=O)n2C | -1
CC(C)C(NC(=O)COc1cc(Cl)ccc1Cl)c1nc2ccccc2[nH]1 (centres undefined) | 6
COC(=O)c1ccc(NC(=O)c2cnccn2)cc1 | -14
CCOC(=O)CC1(C)Sc2ccccc2N1S(=O)(=O)c1ccc(C)cc1 (centres undefined) | 4
CCOc1ccccc1-c1noc(CN2CCCc3c(C(=O)NC(C)C)cccc32)n1 | 12
CSCCC(NC(=O)c1ccc(-c2ccc(Cl)cc2)s1)C(=O)O (centres undefined) | 1
CCCOC(=O)C(C)Oc1ccc2c(=O)c(-c3ccccc3Cl)coc2c1 (centres undefined) | 14
Cc1nn(-c2ccc3nnc(C)n3n2)c2c1C(c1cccc(OC(C)C)c1)CC(=O)N2 (centres undefined) | 3
CCNC(=O)c1cccc(NC(=O)c2cc(C3CC3)nc3ccccc23)c1 | 8
Cc1ccc(C(CC(=O)O)NC(=O)C2CCC2)cc1 (centres undefined) | 0
CN(C)C(=O)C(F)(F)C(F)(F)C(F)(F)C(F)(F)C(=O)N(C)C | 2
Cc1cccc(-c2noc(CN(C)C(=O)COc3ccc(Cl)cc3C)n2)c1 | 9
Cc1cc2ccccc2n1CC(=O)N1CCN(CC(=O)N2CCCC2)CC1 | -5
CCN(c1ccc(NC(=O)c2ccc3nc[nH]c3c2)cc1)C(C)C | 7
CCCN1C(=O)C(NC(=O)CC)(C(F)(F)F)N=C1c1ccccc1 (centres undefined) | ?
O=C(NCc1ccc(C(=O)N2CCCCCC2)cc1)c1cc2ccccc2oc1=O | -8
N#Cc1c(SCC(N)=O)nc2c(c1C(F)(F)F)CCCC2 | 2

A run of entries from further up:
SMILES | LDHA block
CCCN(Cc1ccccc1)C(=O)CCc1cccs1 | 2
Cc1ccc(-c2cc3ccccn3c2)cc1C | 0
COc1ccc(C(=O)C2CCN(CCS(=O)c3ccccc3)CC2)cc1 (centres undefined) | 4
Cc1cccc(-n2nc(C)c(C(=O)N3CCc4ccccc4C3)c2-n2cccc2)c1 | 7
CC#CC[N+](C)(CC#CC)Cc1ccccc1 | 15
Cc1cc(OC(C)C(=O)NCCCN(C)C)c2c(C)c(C)c(=O)oc2c1 (centres undefined) | 9
CC(C)(C)NC(=O)C(c1ccnc2ccccc12)n1c(=O)c(-c2ccco2)nc2ccccc21 (centres undefined) | 0
Cc1ccc(C)c(NCc2cc3cccc(C)c3[nH]c2=O)c1 | -2
Cc1cccc(N2CCN(C(C(=O)O)c3cn(C)c4cc(C(=O)O)ccc34)CC2)c1C (centres undefined) | 0
O=C(Nc1ccc(F)cc1)Nc1c(NC2CCCCC2)c2ccccc2oc1=O | -3
CC(=O)N1CCN(C(=O)Cn2c(-c3ccccc3)cc3ccccc32)CC1 | -3
COc1cc(/C=C/C(=O)Oc2ccc3c(c2)OCO3)cc2c1OCCO2 | -1
CCCCn1c(SC(C)C(=O)c2ccc(Br)cc2)n[nH]c1=O (centres undefined) | 11
O=C(O)CNC(=O)Cn1ccc2cc(OCc3ccccc3)ccc21 | 4
CCNc1c(NS(=O)(=O)c2cc(C)cc(C)c2)c(=O)oc2ccccc12 | -5
Cc1ccc(NC(=O)c2ccc3ccccc3n2)cc1C | 12
Cc1ccc(S(=O)(=O)Nc2ccc(F)c(F)c2O)cc1 | 18
CC(=O)Nc1ccc(SCC(O)COc2ccccc2C(C)(C)C)cc1 (centres undefined) | 7
Cc1c(NC(=O)CC2CCCCC2)cccc1-c1nc2cccnc2s1 | 1
CCCCn1c(SCC(=O)O)nc2c1c(=O)[nH]c(=O)n2C | -1
CC(C)C(NC(=O)COc1cc(Cl)ccc1Cl)c1nc2ccccc2[nH]1 (centres undefined) | 6
COC(=O)c1ccc(NC(=O)c2cnccn2)cc1 | -14

Other records
SMILES | LDHA block
CCOc1ccccc1COC(=O)c1ccccc1C(=O)c1ccccc1 | 6
Cc1ccccc1NC(=O)CS(=O)(=O)Cc1nc(-c2ccccc2C)oc1C | -3
O=C(CCc1ncc(-c2ccc(F)cc2F)o1)NCc1ccc(C(=O)N2CCCC2)cc1 | 1
CN(Cc1ccccc1)c1nc2c(c(=O)n(Cc3ccccc3Cl)c(=O)n2C)n1C | 0
CCCCn1nc(C(=O)Nc2ccc(OC)c(OC(F)F)c2)c2ccccc2c1=O | 0
CCOc1ccccc1Oc1ccc(CNC(=O)Nc2cccnc2)cn1 | 13
O=C1Nc2ccccc2C1(O)c1c[nH]c2ccccc12 (centres undefined) | 3
Cc1oc(-c2cccs2)nc1C(=O)NCCCCN1CCOCC1 | -22
CC(C(=O)N(C)C1(C#N)CCCCC1)N(C)CC(=O)Nc1cccc(F)c1 (centres undefined) | -13
COc1ccc(C2C(C#N)=C(N)OC3=C2C(=O)CC(c2ccccc2)C3)cc1 (centres undefined) | 5
COc1cccc(CNC(=O)[C@@H]2CCCN2C(=O)[C@@H]2CCCN2C(=O)c2cccc(Cl)c2)c1 | 0
Cc1c(CC(=O)NCCCO)c(=O)oc2cc(O)c(Cl)cc12 | 8
CCC(Oc1ccccc1F)C(=O)Nc1c(Cl)cccc1Cl (centres undefined) | -24
Cc1cc(Cl)ccc1OCC(=O)NC1CCN(C)CC1 | 8
O=Cc1ccc(-c2ccc(Br)cc2Br)o1 | -1
CCn1cnc2c(Nc3ccc(CCC(=O)N=C(N)N)cc3)nc(C#N)nc21 | -6
Cc1nc2ccc(S(=O)(=O)NCc3ccccc3)cc2s1 | 6
COc1ccc(-c2cc(C(=O)O)c3c(C)cc(C)cc3n2)cc1 | 2
CC(Sc1cc(C(=O)NC2CC2)c2ccccc2n1)C(=O)N1CCCC1 (centres undefined) | 7
Cc1ccc(C(=O)COC(=O)/C=C/c2ccccc2)cc1 | 11
Cc1ccc(CN(CCc2ccccc2)C(=O)CCl)s1 | -6
CCOc1ccc(NC(=O)c2c(NC(=O)CN3CCCC(C)C3)sc3c2CCC3)cc1 (centres undefined) | -5
COC(=O)N/N=C/C(C)=C/c1ccccc1 | 1
Cc1ccc(C)c(C(=O)COC(=O)CCc2c[nH]c3ccccc23)c1 | -6
COc1ccc(C(=O)OCc2nc(-c3ccc(F)cc3)no2)cc1S(=O)(=O)N1CCCC1 | -9
c1ccc2c(CNC3CCCCC3)cccc2c1 | 1
CCCNC(=O)NC(=O)COC(=O)c1ccc2ccccc2n1 | 2
N=C(N)SCCSc1ccc(Cl)cc1 | 9
O=[N+]([O-])c1cccc2nc(/C=C/c3c(F)c(F)c(F)c(F)c3F)ccc12 | 2
CCCn1c(N)c(N2CCOCC2)c(=O)n(CC(=O)NCc2ccc(C)cc2)c1=O | 1
Cc1cccc(C)c1NC(=O)C(c1ccccc1)n1c(=O)c(-c2ccccc2)nc2ccccc21 (centres undefined) | -5
CN(C)C(=O)CCS(=O)(=O)Cc1coc(-c2cccc(F)c2)n1 | -3
O=C(/C=C/c1cccc(Cl)c1Cl)c1ccc(OC(F)F)cc1OC(F)F | 4
COc1ccc(C(=O)/C(=C/c2ccncc2)c2nc3ccccc3o2)cc1OC | -2
CCc1ccc(C(=O)C2CC(=O)Nc3c2c(C)nn3-c2ccc(F)cc2F)s1 (centres undefined) | 4
Cc1nn(C)c(C)c1CCC(=O)Nc1nc(C(C)C)cs1 | 8
CCn1nc(C)c2c(-c3ccccc3)cc(OC(C)C(=O)Nc3ccc(C(C)=O)cc3)nc21 (centres undefined) | 8
CCOc1cc(Br)c(C2C(C#N)=C(N)Oc3c2ccc2ccccc32)cc1OC (centres undefined) | -10
COc1ccc(C(=O)c2oc3cc(NC(=O)C(C)C)ccc3c2C)cc1OC | 11
CC(C)OCCCNC(=O)CC1CCCC1 | 2
CCNCC(O)COCc1ccccc1OC (centres undefined) | 1
Cc1ncc(-c2ccc(S(=O)(=O)Nc3ccc(F)cc3)cc2)o1 | -4
O=C1CCCC2=C1C(c1ccccc1F)c1c([nH]n(-c3ccccc3)c1=O)N2 (centres undefined) | 0
O=S(=O)(NCCCn1ccc2ccccc21)c1ccc(F)cc1 | 7
